JMJD2E inh = qHTS Assay for Inhibitors of Human Jumonji Domain Containing 2E (JMJD2E); Lysine-specific demethylase 4E (Homo sapiens), B2RXH2; JMJD2E catalytic domain, FDH-coupled NADH fluorescence (FDH is formaldehyde dehydrogenase); Potency, µM (titrated, usually from 57.1 µM), for the others: at the top dose activity change, negative = inhibition, hits mostly inhibitors; hit rate 1.6% among 230,000; active = well fitted inhibition curve with a large enough effect, not every such curve was filed as active; inconclusive = small, poorly fitted or top-dose-only effect, or another doubt; inactive = no such curve, though single readings can be large or run the other way;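 note: 0% = wells with enzyme and -100% = buffer wells without enzyme; nearly all actives have a fitted effect of over 50% in size; many of its hits are not listed in these tables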
Target sequence (B2RXH2 1-337 limits assumed): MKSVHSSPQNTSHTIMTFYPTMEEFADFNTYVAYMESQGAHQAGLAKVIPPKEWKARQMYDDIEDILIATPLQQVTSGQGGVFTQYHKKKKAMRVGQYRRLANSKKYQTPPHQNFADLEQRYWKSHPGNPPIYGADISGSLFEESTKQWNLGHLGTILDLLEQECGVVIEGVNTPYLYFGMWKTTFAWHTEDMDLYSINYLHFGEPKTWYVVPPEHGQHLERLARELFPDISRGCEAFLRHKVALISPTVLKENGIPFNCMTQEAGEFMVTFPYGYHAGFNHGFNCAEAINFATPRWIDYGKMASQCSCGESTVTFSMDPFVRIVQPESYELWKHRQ
KinaseGlo FLuc = Counterscreen for Luciferase (Kinase-Glo TM) Inhibition | Luciferin 4-monooxygenase (Photuris pensylvanica), Q27757 | Kinase-Glo luciferase, ATP luminescence, 8 min | Potency, µM (titrated, usually from 38.3 µM), for the others: top-dose activity change, negative = inhibition, most hits filed as inhibitors | hit rate 0.28% among 200,000 | AID 1379, 2008; note: % is set by controls: 0 for no effect and ±100 for the full control effect; nearly all actives have a fitted effect of over 60% in size
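Compound is pinned into ATP-containing buffer (10 uM ATP, imidazole pH 7.2, 7 mM MgCl2). Kinase-Glo luciferase reagent is then added. Light output is recorded following an 8-min room-temperature incubation.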
IMPase Li inh = qHTS Assay for Identifying the Cell-Membrane Permeable IMPase Inhibitors: Potentiation with Lithium; AID 1457, 2008; hit rate 0.35% among 210,000; Potency, µM (titrated, usually from 59.4 µM), for inactives: at the top dose activity, negative = IMPase inhibition, hits mostly inhibitors; CHO-M1 cells, IP1 TR-FRET (IP-One), carbachol + lithium;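 note: IP1 builds up when IMPase is blocked and the TR-FRET signal falls; plate controls were basal vehicle for no effect and high inhibitor control for full effect; nearly all actives have a fitted effect of over 50% in size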
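Steps: plate 2000 CHO-M1 cells per well and culture 16–30 h; add compound and lithium; incubate 30 min, 37C; add d2-IP1 tracer and Eu cryptate anti-IP1 antibody in lysis buffer; read after 10 min at room temperature.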
NPSR antagonist = qHTS Assay for Antagonists of the Neuropeptide S Receptor: cAMP Signal Transduction. hit rate 1% among 220,000. AID 1461, 2008. Potency, µM (series often up to 38.3 µM), for inactives: top-dose activity change, negative = inhibition, usual class: inhibitors. Q6W5P4. CHO-NPSR cells, cAMP TR-FRET, antagonist mode; note: % is set by controls: 0 for no effect and ±100 for the full control effect; nearly all actives have a fitted effect of over 50% in size; many of its hits are not listed in these tables
Target sequence (Q6W5P4 whole entry, looked up): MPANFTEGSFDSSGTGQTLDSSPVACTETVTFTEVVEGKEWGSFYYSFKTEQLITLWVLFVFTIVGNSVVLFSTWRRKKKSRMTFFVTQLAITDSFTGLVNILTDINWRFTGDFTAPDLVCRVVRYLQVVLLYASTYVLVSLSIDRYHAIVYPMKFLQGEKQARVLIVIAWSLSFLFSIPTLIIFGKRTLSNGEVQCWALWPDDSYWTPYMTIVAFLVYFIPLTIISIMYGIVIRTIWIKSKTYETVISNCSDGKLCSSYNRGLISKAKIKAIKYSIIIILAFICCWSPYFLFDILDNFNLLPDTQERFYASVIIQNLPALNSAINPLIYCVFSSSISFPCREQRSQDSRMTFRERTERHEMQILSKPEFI
GoLoco inh red = qHTS Assay for Inhibitors of RGS12 GoLoco Motif Activity (Red Fluorophore). Guanine nucleotide-binding protein G(i) subunit alpha-1 (Homo sapiens), P63096. Gai1:RGS12 GoLoco peptide FP, rhodamine, 10 min. Potency, µM (doses to about 61.6 µM), inactives show at the highest dose activity, negative = inhibition, most hits filed as inhibitors. hit rate 0.44% among 230,000. AID 880, 2007; active = well fitted inhibition curve with a large enough effect, not every such curve was filed as active; inactive = no such curve, though single readings can be large or run the other way; note: % is set by controls: 0 for no effect and ±100 for the full control effect; nearly all actives have a fitted effect of over 30% in size; many of its hits are not listed in these tables
Target sequence (P63096 whole entry, looked up): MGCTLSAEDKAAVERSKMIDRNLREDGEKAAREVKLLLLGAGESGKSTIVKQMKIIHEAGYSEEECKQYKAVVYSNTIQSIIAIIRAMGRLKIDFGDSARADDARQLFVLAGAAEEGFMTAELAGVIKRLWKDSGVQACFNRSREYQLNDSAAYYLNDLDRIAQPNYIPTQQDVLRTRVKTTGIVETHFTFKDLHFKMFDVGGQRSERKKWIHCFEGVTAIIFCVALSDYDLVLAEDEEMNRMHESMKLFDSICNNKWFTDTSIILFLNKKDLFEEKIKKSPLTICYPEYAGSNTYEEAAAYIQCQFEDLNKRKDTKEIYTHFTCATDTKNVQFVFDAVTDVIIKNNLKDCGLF
SMN2 splice up = qHTS Assay for Enhancers of SMN2 Splice Variant Expression | HEK293 SMN2-luciferase splicing reporter, luminescence, 30-36 h | hit rate 2.8% among 210,000 | Potency, µM (series often up to 46.1 µM), for inactives: at the top dose activity change, positive = activation, usual class: activators; note: % of control where 0% means no effect; nearly all actives have a fitted effect of over 55% in size
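HEK293 cells carry an SMN2 […]–luciferase reporter in which exon 7 inclusion puts luciferase in frame. Cells were plated 10-12 h before compound addition, then incubated 30-36 h at 37C. ONE-Glo luminescence was read; sodium butyrate at 4.5 mM final served as control.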
RECQ1 helicase = qHTS Assay for Inhibitors of RecQ-Like Dna Helicase 1 (RECQ1); RECQ1 DNA unwinding, red fluorescence kinetic read; hit rate 0.54% among 240,000; ATP-dependent DNA helicase Q1 (Homo sapiens), P46063; Potency, µM (series often up to 57.3 µM), inactives show top-dose activity, negative = inhibition, usual class: inhibitors; AID 2549, 2010;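 note: plate controls were vehicle for no effect and no enzyme for full effect; nearly all actives have a fitted effect of over 30% in size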
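RECQ1T1 50 nM; forked duplex (20 bp + 30-nt ss tails) 200 nM, ATP 2 mM final; pH 8.0, 2 mM MgCl2, 2.5 ug/ml poly(dI-dC); 15 min compound preincubation; discontinuous kinetic read over 2 h at RT.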
Epigenetic derep = Quantitative High-Throughput Screen for Regulators of Epigenetic Control; murine LDR cells, GFP reporter derepression, 30 h; Potency, µM (doses to about 53.9 µM), for inactives: top-dose GFP activation, usual class: activators; hit rate 0.2% among 280,000; note: % of control where 0% means no effect; nearly all actives have a fitted effect of over 60% in size
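Murine LDR cells bearing a silenced CMV-driven GFP reporter were exposed to compound for 30 h at 37 C. After PBS washes, GFP-positive cells (20-120 um objects) counted by laser-scanning microplate cytometry.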
* hit, by the source's call; i = inactive; ? = inconclusive; nt = not tested or not shown; [ ] = dose if it differs, or a comment. Unless noted, calls come from the whole dose curve; as a rule, active = well fitted curve in the direction sought with a large enough effect; inconclusive = small, poorly fitted or top-dose-only effect, or another doubt; inactive = no such curve, though single readings can be large; an effect the other way counts as inactive or inconclusive. Potency is the fitted concentration of half-maximal effect.

The first 4 compounds, ahead of the listing:
No.	structure	JMJD2E inh	KinaseGlo FLuc	IMPase Li inh	NPSR antagonist	GoLoco inh red	SMN2 splice up	RECQ1 helicase	Epigenetic derep
1	COc1ccc(C(C(=O)NC(C)(C)C)N(Cc2ccco2)C(=O)CCC(=O)Nc2cc(C)on2)cc1 (stereo not given)	-1%	-4%	34%[activator][38.3 µM]	-2%[46.1 µM]	2%	28%	15%	1.9%
2	CSc1ccccc1C(=O)C1CCCN(Cc2c(C)n(C)n(-c3ccccc3)c2=O)C1 (stereo not given)	6%	0%	29%	-4%	-3%	nt	-13%	-1.7%
3	CC(C(=O)NCCN1C(=O)S/C(=C\c2cccnc2)C1=O)N1C(=O)c2ccccc2C1=O (stereo not given)	-2%	3%	4%	-5%	-5%	-4%	-1%	0.0%
4	Cn1c(C23CC4CC(CC(C4)C2)C3)n[nH]c1=S	-4%	4%	-6%	3%	2%	-13%	-1%	-2.0%

This part in full, from the first entry:
No.	structure	JMJD2E inh	KinaseGlo FLuc	IMPase Li inh	NPSR antagonist	GoLoco inh red	SMN2 splice up	RECQ1 helicase	Epigenetic derep
1	COc1ccc(C(C(=O)NC(C)(C)C)N(Cc2ccco2)C(=O)CCC(=O)Nc2cc(C)on2)cc1 (stereo not given)	-1%	-4%	34%[activator][38.3 µM]	-2%[46.1 µM]	2%	28%	15%	1.9%
2	CSc1ccccc1C(=O)C1CCCN(Cc2c(C)n(C)n(-c3ccccc3)c2=O)C1 (stereo not given)	6%	0%	29%	-4%	-3%	nt	-13%	-1.7%
3	CC(C(=O)NCCN1C(=O)S/C(=C\c2cccnc2)C1=O)N1C(=O)c2ccccc2C1=O (stereo not given)	-2%	3%	4%	-5%	-5%	-4%	-1%	0.0%
4	Cn1c(C23CC4CC(CC(C4)C2)C3)n[nH]c1=S	-4%	4%	-6%	3%	2%	-13%	-1%	-2.0%
5	Cc1ccc(NN=Nc2nc3c([nH]2)c(=O)n(C)c(=O)n3C)cc1	?	0%	0%	1%[46.1 µM]	-8%	1%	-1%	0.0%
6	O=C(c1ccc(CNS(=O)(=O)c2ccccc2)cc1)N1CCN(c2ccccn2)CC1	-8%	-2%	-1%[38.3 µM]	10%[46.1 µM]	-22%	13%	-11%	0.1%
7	COc1ccc(C)cc1S(=O)(=O)n1ccnc1C	1%	1%	-3%	6%	-8%	nt	?	0.3%
8	Cc1ccc2cc(CN(C)C(=O)C3CCCO3)c(=O)[nH]c2c1 (stereo not given)	?	-2%	-2%[38.3 µM]	4%[46.1 µM]	8%	?	-2%	-4.8%
9	O=C(Nc1ccc2nc(-c3ccccc3)oc2c1)c1ccco1	393%	1%	33%[38.3 µM]	?	8%	?	-2%	14%
10	CCc1ccc2[nH]c(=O)c(CN(CCCN3CCOCC3)C(=O)Nc3cccc(Cl)c3)cc2c1	?	-5%	5%[38.3 µM]	-8%[46.1 µM]	-1%	-40%[inhibitor]	4%	-1.0%
11	Cc1cc(N2C(=O)C(O)=C(C(=O)c3ccco3)C2c2ccc(O)cc2)no1 (stereo not given)	8%	-2%	?	-4%[46.1 µM]	9%	-11%	-6%	1.4%
12	COC(=O)N/N=C/c1c(C)nn(-c2cccc(Cl)c2)c1Cl	-2%	-1%	9%	1%	3%	13%	1%	-1.0%
13	Cc1ccc(Cl)cc1N1CCN(C(=O)c2ccc(NS(=O)(=O)c3c(C)noc3C)cc2)CC1	-6%	-7%	-1%[38.3 µM]	?	3%	-8%	-11%	-1.1%
14	O=C(CN1CCCc2ccccc21)NCCc1ccc(Cl)cc1	2%	-2%	5%	-15%	10%	-9%	3%	1.1%
15	COc1ccc(C(=O)OCC(=O)NC(=O)NC(C)C)cc1OC	-17%	-1%	6%	26%	2%	-14%	4%	0.0%
16	CCn1c(-c2csc(-c3ccccc3)n2)n[nH]c1=S	10%	-4%	-18%[38.3 µM]	-15%[46.1 µM]	3%	-13%	-1%	0.0%
17	COC(=O)N(NC(=O)C(O)(c1ccccc1)c1ccccc1)c1ccccc1	9%	-2%	2%	9%	0%	-26%	-2%	-0.9%
18	COC(=O)CC1C(=O)NCCN1C(=O)c1sc2ccccc2c1Cl (stereo not given)	3%	nt	nt	24%	-4%	nt	-5%	-1.0%
19	Cc1ccc(S(=O)(=O)N2CCN(C3CCN(Cc4ccccc4)CC3)CC2)cc1	0%	-2%	26%[38.3 µM]	12%[46.1 µM]	0%	-31%[inhibitor]	3%	-8.7%
20	O=C(CN1CCCCCCC1)Nc1ccc(Cl)cc1Cl	0%	2%	15%	-56%	16%	-6%	i	-0.2%
21	Cc1c(NC(=O)C(C)OC(=O)CCc2ccccc2)c(=O)n(-c2ccccc2)n1C (stereo not given)	6%	1%	-4%	12%	6%	5%	2%	-0.5%
22	CC(=O)Nc1ccc(N=NN2CCOCC2)cc1	-23%	-1%	-5%	25%	9%	-35%[inhibitor]	-9%	?
23	COc1ccc(C2=NOC(CNC(=S)N3CCOCC3)C2)cc1 (stereo not given)	-1%	nt	nt	-6%	-2%	nt	-10%	-1.0%
24	CCN(Cc1ccccc1)C(=O)COC(=O)c1cc(S(=O)(=O)Nc2c(C)n(C)n(-c3ccccc3)c2=O)ccc1C	3%	1%	2%	-39%	6%	2%	i	4.0%
25	CC(=O)/C=C/c1ccc(C)o1	-27%	0%	-2%	18%	-16%	-16%	-2%	2.1%
26	CCC1(C)N=C(c2ccc3c(c2)OCO3)CC(c2ccccc2O)N1 (stereo not given)	?	?	24%[38.3 µM]	-18%[46.1 µM]	6%	?	-5%	3.1%
27	CCc1cc(=O)oc2cc(C)cc(OCc3nn[nH]n3)c12	?	nt	nt	6%[46.1 µM]	nt	nt	-4%	-3.7%
28	CN1C(=O)C[C@H](c2ccccc2)C1=O	2%[25.5 µM]	3%[17.1 µM]	-13%	nt	4%[21.6 µM]	9%[20.6 µM]	3%[25.9 µM]	-1.4%[16.9 µM]
29	Cc1cc(=O)n2nc(N3CCCC(C(=O)NCCCN4CCc5ccccc5C4)C3)sc2n1 (stereo not given)	0%	3%	39%[activator][38.3 µM]	-7%[46.1 µM]	0%	13%	-4%	-1.1%
30	COC(=O)c1cc(OC)c(OC)cc1NC(=O)CSc1nnnn1Cc1ccccc1	?	2%	14%[38.3 µM]	-15%[46.1 µM]	2%	1%	1%	2.4%
31	CC(C)CNC1=C(C(=S)Nc2ccccc2)C(=O)CC(C)(C)C1	4%	-2%	8%	-46%	-2%	-9%	-6%	1.3%
32	O=C1SCCC1NS(=O)(=O)c1ccccc1[N+](=O)[O-] (stereo not given)	6%	1%	6%	-9%	5%	nt	-5%	0.0%
33	O=C1C(Cl)=C(N2CCCCC2)C(=O)N1c1ccccc1Cl	0%	0%	26%[38.3 µM]	-19%[46.1 µM]	-2%	5%	-1%	-3.2%
34	CCOc1ccc(CN2CCN(Cc3cn(CC)nc3C)CC2CCO)cc1 (stereo not given)	-11%	1%	10%	-18%	-4%	nt	7%	0.0%
35	Cn1c(N)c(C(=O)COC(=O)c2cnc(Cl)c(Cl)c2)c(=O)n(C)c1=O	-4%	-3%	3%	-7%	1%	5%	1%	1.1%
36	CCC(=O)Nc1nc2ccc3sc(C)nc3c2s1	2%	-7%	12%	6%	-14%	15%	i	1.1%
37	CCOc1cc(NC(=S)NCC2CCCO2)c(OCC)cc1NC(=O)C1CC1 (stereo not given)	2%	-2%	4%	4%	13%	nt	i	-4.7%
38	COc1ccccc1NC(=O)N1c2ccc(F)cc2CCC1C (stereo not given)	?	-5%	37%[activator][38.3 µM]	25%[46.1 µM]	-5%	-18%	0%	0.0%
39	Cc1nc2ccc(NC(=S)N3CCN(c4ccccn4)CC3)cc2nc1C	-8%	-2%	0%	15%	3%	4%	-18%	-1.0%
40	O=C(Nc1ccc(Oc2ncccn2)cc1)c1ccco1	5%	-10%	-12%[38.3 µM]	-14%[46.1 µM]	7%	-4%	i	1.8%
41	CCCCOC(=O)c1ccc(NC(=O)c2ccoc2C)cc1	-5%	-2%	24%[38.3 µM]	-26%[46.1 µM]	10%	?	-9%	-1.0%
42	CNCCCOc1ccc(C)cc1Br	-27%	-2%	28%[38.3 µM]	12%[46.1 µM]	-21%	-16%	-7%	1.4%
43	CSc1ccc(C2NC(=O)c3c(sc4c3CCN(C)C4)N2)cc1 (stereo not given)	-3%	-8%	-19%[38.3 µM]	-16%[46.1 µM]	147%[activator]	-1%	-4%	11%
44	CCN(CC)C(=O)c1ccc2c3c(cccc13)C(=O)N(CCc1ccc(OC)c(OC)c1)C2=O	11%	-3%	6%	-29%[46.1 µM]	-5%	nt	-15%	0.0%
45	CC(=O)N(C)N(C)c1cc(C)nc(N)n1	4%	nt	nt	11%	-13%	nt	-10%	4.4%
46	O=C(Cn1nc(-c2ccc(Cl)cc2)ccc1=O)N1CCN(c2ccccc2)CC1	-3%	2%	-11%[38.3 µM]	-5%[46.1 µM]	9%	-10%	-8%	-0.2%
47	CCN1CCN(C2=NC(=O)/C(=C/c3ccc(C)o3)S2)CC1	?	-3%	10%[38.3 µM]	?	-10%	3%	2%	-1.1%
48	Cc1ccc(S(=O)(=O)N(C)CC(=O)Nc2cccc3c2CCCC3)cc1	-7%	-3%	4%[38.3 µM]	-10%[46.1 µM]	-9%	-14%	-3%	-1.2%
49	CSc1nc(S(=O)(=O)c2ccccc2)c(Cl)s1	9%	2%	5%	-4%	-11%	14%	26%	1.2%
50	COc1ccc(C(CC(=O)N2CCOCC2)c2c(O)cc(OC)cc2OC)cc1 (stereo not given)	5%	nt	nt	25%	7%	nt	i	?
51	Cn1nc(C(F)(F)F)c2cc(C(=O)O)sc21	-6%	2%	-8%	5%	4%	9%	i	1.3%
52	Cc1cc(=O)[nH]c(SCCOc2ccc3c(c2)CCC3)n1	-3%	-1%	-7%[38.3 µM]	7%[46.1 µM]	1%	13µM*	3%	-1.6%

This is a subset (hit frequency here may not be typical).
